# CCT chaperon mod: High-Throughput Screening for Modulators of Cytosolic Chaperonin Activity; AID 651819, 2012; 360,000 compounds, 0.3% hits; purified chaperonin ATPase assay, HTRF ADP detection, 30 min; activity change, % (concentration not given with the values), hits read low; in the data active means activity change below about -30%; further: on the % scale 0 is the no-effect control and ±100 the full control effect
#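 ATPase activity: ADP formed was measured by HTRF Transcreener (665/615 nm ratio) after 30 min at 37 deg C with 10 uM ATP. Compounds screened at one 76 uM concentration against 40 or 20 nM TRiC in Tris pH 7.4/KCl/MgCl2/DTT buffer.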
# PLK1 PBD inh: qHTS for Inhibitors of PLK1-PDB (polo-like kinase 1 - polo-box domain): Primary Screen; AID 720504, 2013; Potency, µM, inactives show max response, negative = inhibition, usual class: inhibitors; Serine/threonine-protein kinase PLK1 (Homo sapiens), P53350; 360,000 compounds, 2.8% hits; Plk1 PBD binding of FITC phosphopeptide, fluorescence polarization; further: potency means the concentration at half of the fitted maximal effect; series mostly up to about 57 µM; on the % scale 0 is the no-effect control and ±100 the full control effect; nearly all actives have a fitted effect of over 65% in size
# Target sequence (P53350 whole entry, looked up, the tested form may be a part): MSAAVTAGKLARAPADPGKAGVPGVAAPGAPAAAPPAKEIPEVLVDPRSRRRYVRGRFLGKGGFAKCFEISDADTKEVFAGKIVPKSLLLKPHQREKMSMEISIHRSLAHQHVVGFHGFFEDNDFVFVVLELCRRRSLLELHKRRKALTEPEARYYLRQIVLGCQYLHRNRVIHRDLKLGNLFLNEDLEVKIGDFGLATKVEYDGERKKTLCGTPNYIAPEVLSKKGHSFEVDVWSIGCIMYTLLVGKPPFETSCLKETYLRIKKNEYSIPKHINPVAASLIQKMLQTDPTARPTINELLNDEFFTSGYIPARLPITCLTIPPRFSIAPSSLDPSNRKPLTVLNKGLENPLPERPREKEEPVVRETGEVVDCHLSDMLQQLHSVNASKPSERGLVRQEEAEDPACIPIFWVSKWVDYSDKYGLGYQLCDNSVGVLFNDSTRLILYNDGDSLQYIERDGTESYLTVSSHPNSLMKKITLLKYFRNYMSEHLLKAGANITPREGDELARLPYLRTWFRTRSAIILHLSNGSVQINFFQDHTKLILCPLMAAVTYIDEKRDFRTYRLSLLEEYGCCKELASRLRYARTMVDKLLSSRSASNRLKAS
# Mm-Cpn inhibitor: Inhibitors of TCP-1 ring complex (TRiC) of Methanococcus maripaludis (MmCpn): qHTS; purified Mm-Cpn ATPase, ADP Transcreener TR-FRET; Potency, µM (doses to about 76.9 µM), for inactives: at the highest dose activity, negative = inhibition, hits mostly inhibitors; 330,000 compounds, 0.031% hits; further: potency means the concentration at half of the fitted maximal effect; on the % scale 0 is the no-effect control and ±100 the full control effect; nearly all actives have a fitted effect of over 80% in size
#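 Inhibition of chaperonin ATP hydrolysis is measured as reduced ADP production, detected by competitive TR-FRET in which signal falls with ADP. Final enzyme 25 nM and ATP 10 uM, reacted 30 min at 37°C.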
# EPAC2 antagonist: qHTS for Antagonist of cAMP-regulated guanine nucleotide exchange factor 2 (EPAC2): primary screen; 360,000 compounds, 0.18% hits; Rap guanine nucleotide exchange factor 4 (Homo sapiens), Q8WZA2; Potency, µM (titrated, usually from 114 µM), inactives show top-dose activity, negative = inhibition, actives largely listed as inhibitors; AID 720708, 2013; EPAC2 GEF exchange of Rap1B-BODIPY-GDP, fluorescence; further: potency means the concentration at half of the fitted maximal effect; on the % scale 0 is the no-effect control and ±100 the full control effect; nearly all actives have a fitted effect of over 45% in size; many of its hits are not listed in these tables
# EPAC1 antag: qHTS for Antagonist of cAMP-regulated guanine nucleotide exchange factor 3 (EPAC1): primary screen; Rap guanine nucleotide exchange factor 3 (Homo sapiens), O95398; EPAC1 GEF assay, Rap1b-BODIPY-GDP exchange fluorescence; Potency, µM (titrated, usually from 115 µM), without a hit: top-dose activity change, negative = inhibition, hits mostly inhibitors; 360,000 compounds, 0.14% hits; AID 720709, 2013;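 further: potency means the concentration at half of the fitted maximal effect; plate controls were vehicle for no effect and positive control for full effect; nearly all actives have a fitted effect of over 50% in size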
# PI5P4Ka inh: qHTS for Inhibitors of phosphatidylinositol 5-phosphate 4-kinase (PI5P4K) | Phosphatidylinositol 5-phosphate 4-kinase type-2 alpha (Homo sapiens), P48426 | PI5P4Kalpha enzyme, ADP-Glo luminescence, 60 min; hits give low values | max response, % | 330,000 compounds, 1.2% hits | AID 652105, 2013; active means max response of -50% or lower; inconclusive means between -30% and -50%; inactive means -30% or higher; further: value at the top dose of about 77 µM; on the % scale 0 is the no-effect control and ±100 the full control effect
# Target sequence (P48426 whole entry, looked up): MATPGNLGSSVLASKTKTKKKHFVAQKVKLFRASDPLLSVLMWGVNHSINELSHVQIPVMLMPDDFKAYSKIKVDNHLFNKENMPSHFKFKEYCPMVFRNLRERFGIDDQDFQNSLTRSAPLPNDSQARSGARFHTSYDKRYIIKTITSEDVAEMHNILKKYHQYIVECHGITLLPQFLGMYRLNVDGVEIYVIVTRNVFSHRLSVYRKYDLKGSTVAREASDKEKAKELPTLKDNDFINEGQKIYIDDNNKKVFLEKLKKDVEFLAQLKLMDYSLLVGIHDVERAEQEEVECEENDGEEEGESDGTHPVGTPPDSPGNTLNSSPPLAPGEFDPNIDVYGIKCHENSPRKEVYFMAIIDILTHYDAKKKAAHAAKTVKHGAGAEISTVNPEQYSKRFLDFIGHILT
#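 Luminescence from ADP-Glo served as readout of PI5P4Kalpha activity in a qHTS format. Reaction: enzyme, substrate, compound, ATP at 5 microM final, 60 min at RT.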
# EPAC1 ag: qHTS for Agonist of cAMP-regulated guanine nucleotide exchange factor 3 (EPAC1): primary screen. Potency, µM (series often up to 154 µM), for inactives: top-dose activation, most hits filed as activators. EPAC1 agonist qHTS, biochemical assay; response scale: 100% = response to 6.5 mM cAMP. 360,000 compounds, 0.073% hits. Rap guanine nucleotide exchange factor 3 (Homo sapiens), O95398; further: potency means the concentration at half of the fitted maximal effect; nearly all actives have a fitted effect of over 60% in size
#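 Compounds were pinned as a concentration titration into mixtures of EPAC1 (100 nM), BODIPY-GDP-loaded Rap1B (250 nM) and GDP (50 uM). After 5 min at room temperature, fluorescence was followed for 30 min; activity was scaled to 6.5 mM cAMP.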
# WRN helicase inh: qHTS for Inhibitors of WRN Helicase; AID 651768, 2012; 360,000 compounds, 0.46% hits; WRN helicase unwinding, fluorescent forked duplex, kinetic; Potency, µM (doses to about 114 µM), for the others: at the top dose activity change, negative = inhibition, most hits filed as inhibitors; Bifunctional 3'-5' exonuclease/ATP-dependent helicase WRN (Homo sapiens), Q14191; further: potency means the concentration at half of the fitted maximal effect; on the % scale 0 is the no-effect control and ±100 the full control effect; nearly all actives have a fitted effect of over 55% in size
#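 WRN at 20 nM final preincubated with compound 15 min at room temperature; reaction started with 100 nM fluorophore/quencher forked duplex oligonucleotide and 2 mM ATP final. Unwinding followed kinetically by red fluorescence (ex 525, em 598 nm).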
# Starred values were filed as active, the others as inactive; ? = inconclusive; · = not tested or not shown; [ ] = remark or other dose. Unless noted, the call rests on the fitted dose curve; in most records, active means well fitted curve in the direction sought with a large enough effect; inconclusive means small, poorly fitted or top-dose-only effect, or another doubt; inactive means no such curve, though single readings can be large; an effect the other way counts as inactive or inconclusive. The list is partial (hit frequency here may not be typical).
EPAC2 antagonist,WRN helicase inh,CCT chaperon mod,PLK1 PBD inh,Mm-Cpn inhibitor,EPAC1 ag,PI5P4Ka inh,EPAC1 antag,molecule
?,-9%,2.1,3%,0%,-19%,25,?,Cc1cc(OCC(F)(F)C(F)(F)C(F)(F)C(F)(F)C(F)(F)C(F)F)nc(N)n1
26%,-12%,-0.6,-18%,0%,-12%,0,-8%,CC(=O)Nc1ccc(NC(=O)COC(=O)/C(=C/c2ccccc2)n2nnnc2C)cc1
-8%,-2%,0.1,-14%,0%,12%,2,6%,COc1cccc(CN(C)C(=O)CSc2nc3ccccc3[nH]2)c1OC
-4%,-1%,0.9,-7%,0%,-11%,-7,4%,CC(c1ccccc1)N1CNc2c(c(=O)n(C)c(=O)n2C)C1 (centres undefined)
-13%,-10%,0.7,-2%,1%,11%,1,-1%,CCN(CC)S(=O)(=O)c1cc(C(=O)Nc2cc(Cl)ccc2N2CCN(C)CC2)ccc1Cl
3%,7%,-0.8,-5%,·,0%,-11,-3%,C[C@H]1CC[C@@]2(O[C@@H](CCO)C[C@H](O)[C@H]2O)O1
0%,-5%,-2.1,-1%,-1%,-1%,0,-7%,O=C(O)c1ccc2nc(C(F)(F)F)[nH]c2c1
-5%,-8%,1.3,-5%,-8%,8%,·,-19%,CCOC(=O)CSc1nc2c(c(-c3ccc(C)o3)c1C#N)CCCC2

# The closing three compounds of the part above lead into the next.
EPAC2 antagonist,WRN helicase inh,CCT chaperon mod,PLK1 PBD inh,Mm-Cpn inhibitor,EPAC1 ag,PI5P4Ka inh,EPAC1 antag,molecule
3%,7%,-0.8,-5%,·,0%,-11,-3%,C[C@H]1CC[C@@]2(O[C@@H](CCO)C[C@H](O)[C@H]2O)O1
0%,-5%,-2.1,-1%,-1%,-1%,0,-7%,O=C(O)c1ccc2nc(C(F)(F)F)[nH]c2c1
-5%,-8%,1.3,-5%,-8%,8%,·,-19%,CCOC(=O)CSc1nc2c(c(-c3ccc(C)o3)c1C#N)CCCC2
5%,-5%,-3.7,-15%,-1%,-7%,2,1%,O=C(NCc1ccco1)C1CCN(c2ccc(S(=O)(=O)N3CCOCC3)cc2[N+](=O)[O-])CC1
-6%,3%,-0.6,?,-1%,-4%,-5,-8%,CCn1c(=O)c2c(n3c(=S)[nH]nc13)-c1ccccc1CC21CCCCC1
13%,-1%,1.7,-25%,2%,-7%,3,-9%,Cc1ccc(NCCC#N)cc1C
-11%,2%,-0.9,-4%,1%,-15%,-21,-4%,c1cnc2ccc3ncccc3c2c1
1%,-1%,-0.1,?,-1%,1%,2,-4%,Cc1ccc(NC(=O)CCSc2ccccn2)cc1
1%,0%,0.9,-4%,2%,-2%,1,7%,CC1CCN(S(=O)(=O)c2c[nH]c(=O)[nH]c2=O)CC1
7%,13%,-2.9,-14%,1%,7%,1,-18%,COc1ccc(CCNS(=O)(=O)c2ccc(-n3cnnn3)c(OC)c2)cc1OC
-2%,11%,1.4,?,1%,8%,-4,-7%,N#Cc1cccc(CSc2ncnc(N)n2)c1
5%,3%,0.8,-10%,1%,1%,-1,0%,O=C(Nc1ccc2c(c1)OCCO2)C1CCCN(S(=O)(=O)Cc2ccccc2)C1 (centres undefined)
-3%,-5%,-0.3,-11%,0%,7%,6,-27%,O=C1[C@@H]2Cc3c([nH]c4ccccc34)C(c3ccc([N+](=O)[O-])cc3)N2C(=O)CN1C1CC1 (some centres undefined)
7%,-35%,0.6,-9%,-1%,-1%,0,22%,COc1cc(NC(=O)c2cc([N+](=O)[O-])ccc2N2CCOCC2)ccc1NC(=O)c1ccco1
-2%,4%,1.7,-12%,0%,2%,1,13%,CC1(C)Cc2cccc(OCC(=O)Nc3cc(C(F)(F)F)ccc3N3CCOCC3)c2O1
2%,-21%,-1.3,-6%,3%,15%,18,-17%,COc1ccc(Oc2nc3ccccc3n3cccc23)cc1
3%,-3%,0.9,-13%,1%,0%,0,-12%,O=C(CSc1ccc(-c2ccccn2)nn1)NCc1ccc(F)cc1
3%,2%,2.3,1%,-2%,-12%,5,-8%,COc1ccccc1NC(=O)CCCn1c(=S)[nH]c2ccccc2c1=O
?,-7%,0.9,0%,·,-10%,5,-13%,CC1(Cc2ccc(Cl)cc2)C(=O)Nc2c(Cl)cccc21 (centres undefined)
3%,2%,1.3,4%,-3%,1%,4,-12%,O=C1CC2(CCN(C(=O)COc3ccc(F)cc3)CC2)Oc2ccccc21
-24%,-8%,-2.6,-3%,·,1%,9,-1%,O=S1(=O)CCOC[C@H](Cc2ccccc2)N1Cc1cccc(F)c1
0%,2%,0.9,-9%,2%,-3%,4,-12%,O=C(COC(=O)C1CC(O)CN1S(=O)(=O)c1ccc(Cl)cc1)c1ccccc1 (centres undefined)
?,-11%,-1.3,-28%,1%,0%,-27,?,CC(C)CCN1C(=O)c2ccc(C(=O)Nc3ccc(O)cc3C(=O)O)cc2C1=O
-12%,3%,-4.4,6%,0%,-3%,-2,21%,COc1ccc(-c2nnc(N3CCOCC3)c3ccccc23)cc1
-3%,-4%,-0.4,-4%,1%,4%,0,9%,O=C(CSc1nc2ccccc2o1)N/N=C/c1ccc(C(=O)O)cc1
6%,1%,-3.1,-9%,0%,-12%,-1,?,O=C1CCc2cc(S(=O)(=O)NC(Cc3ccccc3)C(=O)N3CCN(c4ccccn4)CC3)ccc2N1 (centres undefined)
8%,3%,-2.0,-3%,0%,-5%,8,6%,C=CCC1(CC=C)CCCN1C(=O)Cn1nnnc1CN(C)C(C)C
5%,4%,-2.4,3%,0%,-7%,-1,2%,NC(=O)CC(NC(=O)c1cccc(Br)c1)c1ccc(N2CCC(N3CCCCC3)CC2)c([N+](=O)[O-])c1 (centres undefined)
-4%,-12%,-1.8,5%,1%,9%,5,-2%,Cc1cccc(C(=O)N2CCN(S(=O)(=O)c3ccc4c(c3)OCCCO4)CC2)c1[N+](=O)[O-]
6%,-1%[57.1 µM],0.2,-2%,1%,-19%,-2,-1%,CCOC(=O)c1cnc(SCc2nc(N)nc(Nc3ccccc3)n2)nc1N
6%[57.1 µM],1%,-1.3,-18%,-2%,1%,-10,-5%,Nc1ccc(C2=Nc3cccc4cccc(c34)N2)cc1
-3%,-10%,-1.7,-25%,-7%,-12%,-4,-20%,O=C(Nc1ccc(N2CCCC2)c(S(=O)(=O)Nc2cccc(C(F)(F)F)c2)c1)c1cccs1
-14%,-8%,2.3,-12%,·,7%,-8,-3%,COc1ccc(-c2nnc(SCC(=O)N(C)C3CCS(=O)(=O)C3)n2CC(C)C)cc1 (centres undefined)
-7%,-9%,1.1,3%,3%,0%,·,-10%,CS(=O)(=O)N1CCc2cc(S(=O)(=O)N3CCN(Cc4ccc5c(c4)OCO5)CC3)ccc21
2%,4%,-1.4,-16%,5%,-7%,-14,4%,CCOC(=O)C1CCN(S(=O)(=O)c2ccc3c(c2)NC(=O)CS3)CC1
4%,9%,-1.5,-5%,1%,-4%,-10,8%,COc1ccc(C(=O)N2CCCC(CNC(=O)c3ccc(F)cc3)C2)cc1OC (centres undefined)
0%,-2%,-1.7,4%,-1%,-9%,5,7%,O=C(COC(=O)CCC(=O)c1cccs1)NCc1cccs1
-3%,-2%,-1.1,-9%,1%,9%,·,12%,CC1CN(S(=O)(=O)c2ccc(-c3nc4ccccc4s3)cc2)CC(C)O1 (centres undefined)
-5%,-4%,-1.9,-6%,-1%,16%,-3,-27%,COc1cc(OC)cc(C(=O)OCC(=O)c2cc(C)n(CC3CCCO3)c2C)c1 (centres undefined)
2%,13%,1.4,?,0%,-7%,0,6%,O=C(NCc1cccs1)C1CCN(c2nc3ccccc3o2)CC1
2%,13%,-0.1,-8%,1%,-6%,-11,-24%,CC(C)C[C@H](NC(=O)N1CCn2c1nc1ccccc12)C(=O)NCc1ccco1
6%,3%,0.6,-3%,·,-8%,-5,5%,O=C(Cc1cccc(NC(=O)C2CCCN(C(=O)c3ccccc3)C2)c1)Nc1cccc(C(=O)N2CCOCC2)c1 (centres undefined)
0%,7%,-0.8,-2%,1%,-9%,-9,-7%,O=C(NNc1nc2cc3c(cc2s1)OCCO3)c1ccc(F)cc1
-5%,-4%,-1.6,3%,-2%,-2%,-2,6%,CCn1nnnc1SCC(=O)Nc1ccc(N(C)C)cc1
3%,0%,-1.2,27µM*,-22%,1%,8,-8%,O=C(CSc1nc2ccccc2c(=O)n1CC1CCCO1)NCc1ccc2c(c1)OCO2 (centres undefined)
-4%,-4%,-0.3,-19%,1%,5%,2,0%,CC(C)Cc1ccc(C(=O)NCc2ccc3c(c2)OCO3)o1
4%,-7%,-1.5,0%,1%,-2%,1,-4%,NS(=O)(=O)c1ccc(CCNC(=O)c2cccc(OC(F)F)c2)cc1
-2%,8%,-6.1,-6%,1%,6%,·,-5%,CCN1C(=O)C(Cc2nc3ccccc3c(=O)n2-c2ccccc2)c2ccccc21 (centres undefined)
-16%,-11%,-0.5,-3%,-8%,6%,-2,3%,CCOc1ccc(-n2c(SCC(=O)Nc3ccc4c(c3)OCO4)nc3ccccc3c2=O)cc1
-3%,3%,0.1,?,-1%,-9%,3,2%,Cc1ccccc1C(=O)NC(=S)Nc1ccc(N2CCOCC2)cc1
-3%,-7%,-1.6,4%,2%,9%,-4,12%,Cc1ccccc1NC(=O)c1cc(S(=O)(=O)Nc2cccc(C(=O)O)c2)ccc1Cl
1%,-1%,0.0,-4%,-3%,4%,0,-5%,Cc1ccnc2nc(C(=O)OC(C)C(=O)NCc3ccccc3)nn12 (centres undefined)
